MEP2 TOR yeast = modulators of TOR pathway MEP2-GFP in S. cerevisiae | GFP response vs DMSO, % at 10 µM | 330,000 tested, 0.51% active | S. cerevisiae MEP2-GFP strain, flow cytometry GFP, 3 h; 100% = DMSO control level | AID 2016;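 active means GFP response versus DMSO above a set limit, roughly screen mean plus 3 SD, cut at about 180% in these data; inconclusive means fewer than 70 cells counted for a yeast strain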;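 further: median GFP fluorescence of the barcode-gated MEP2-GFP cells per well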
procasp7 counter = activates human procaspase-7, counter-screen for procaspase-3 activators | recombinant procaspase-7, Ac-DEVD-pNA absorbance 405 nm; D23A/D198A/D206A triple mutant, cannot self-cleave; scale: DMSO 0, 5 µM enzyme 100 | P55210 | activation, % at 8.5 µM | 330,000 tested, 0.093% active;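 active means percent activation above the screen-wide mean plus 3 SD, cut at about 25% in these data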
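Test system: Procaspase-7 triple mutant (PC-7 D3A). Also added: Ac-DEVD-pNA substrate, 400 µM as added. Schedule: 1 h enzyme–compound preincubation and 2 h substrate reaction, both 25 °C. Signal: p-Nitroaniline absorbance at 405 nm, read at 0 and 120 min. Control set: low DMSO alone, high DMSO plus 5 µM PC-7.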
AHR activator = activators of human aryl hydrocarbon receptor; P35869; AID 2796; AHR-responsive luciferase reporter cells, luminescence; activation, % at 5 µM; 320,000 tested, 2.5% active; in the data active means activation above about 47%;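 further: 0% = vehicle wells and 100% = reference agonist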
Target sequence (P35869 whole entry, looked up): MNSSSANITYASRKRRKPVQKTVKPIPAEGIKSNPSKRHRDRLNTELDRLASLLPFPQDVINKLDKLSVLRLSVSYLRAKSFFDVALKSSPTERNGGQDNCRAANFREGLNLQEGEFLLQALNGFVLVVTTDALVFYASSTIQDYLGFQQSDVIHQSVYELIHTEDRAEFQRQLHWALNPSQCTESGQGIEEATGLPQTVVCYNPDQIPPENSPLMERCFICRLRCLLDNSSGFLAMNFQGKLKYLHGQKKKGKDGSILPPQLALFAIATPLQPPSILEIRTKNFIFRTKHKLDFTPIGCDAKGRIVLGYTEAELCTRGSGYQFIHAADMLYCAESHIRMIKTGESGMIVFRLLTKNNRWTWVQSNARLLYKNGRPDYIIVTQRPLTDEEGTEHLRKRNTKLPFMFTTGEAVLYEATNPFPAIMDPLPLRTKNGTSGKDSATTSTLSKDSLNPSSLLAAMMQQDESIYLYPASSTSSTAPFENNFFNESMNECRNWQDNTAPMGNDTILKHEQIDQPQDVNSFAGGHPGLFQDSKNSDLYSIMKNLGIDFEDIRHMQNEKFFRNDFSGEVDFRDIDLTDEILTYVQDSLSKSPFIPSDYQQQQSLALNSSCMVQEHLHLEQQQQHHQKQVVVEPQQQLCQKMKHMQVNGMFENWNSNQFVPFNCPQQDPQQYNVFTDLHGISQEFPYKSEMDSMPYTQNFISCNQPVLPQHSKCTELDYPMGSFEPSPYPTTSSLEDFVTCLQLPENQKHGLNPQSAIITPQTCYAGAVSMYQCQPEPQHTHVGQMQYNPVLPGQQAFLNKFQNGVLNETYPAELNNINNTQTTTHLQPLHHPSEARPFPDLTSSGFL
RPL19A TOR yeast = alters RPL19A-GFP fluorescence in TOR pathway yeast screen. AID 2025. 330,000 tested, 0.3% active. percent response vs DMSO, % at 10 µM. S. cerevisiae RPL19A-GFP strain, flow cytometry, 3 h; active compounds read low;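 active means percent response vs DMSO below 50%; inconclusive means fewer than 70 events counted for the yeast strain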;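 further: median channel GFP fluorescence of the barcoded RPL19A-GFP strain; ratio of sample median GFP to plate DMSO average so 100% = DMSO; lower means less RPL19A-GFP as with rapamycin TOR inhibition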
CIT2 TOR yeast = modulators of TOR pathway CIT2-GFP in S. cerevisiae; S. cerevisiae CIT2-GFP strain, flow cytometry, 3 h; 100 means same as DMSO wells; AID 2029; GFP response vs DMSO, % at 10 µM; 320,000 tested, 0.065% active;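 active means GFP response relative to DMSO above a set limit, near the screen mean plus 3 SD, cut at about 150% in these data; inconclusive means Fewer than 70 cells measured for a yeast strain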;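 further: ratio of well median GFP fluorescence to mean of DMSO wells on the plate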
LAP4 TOR yeast = alters LAP4-GFP fluorescence in TOR pathway yeast screen | 320,000 tested, 0.34% active | S. cerevisiae LAP4-GFP multiplex, flow cytometry GFP, 3 h; median GFP as percent of DMSO wells | GFP response vs DMSO, % at 10 µM;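 active means GFP response vs DMSO above a set limit, about the screen mean plus 3 SD, cut at about 150% in these data; inconclusive means under 70 cell events counted for the yeast strain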
AGP1 TOR yeast = modulators of TOR pathway AGP1-GFP in S. cerevisiae. 320,000 tested, 0.02% active. GFP response vs DMSO, % at 10 µM. S. cerevisiae AGP1-GFP multiplex flow cytometry, 3 h; GFP as percent of DMSO wells;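 active means GFP response relative to DMSO above a set limit, near screen average plus 3 SD, cut at about 150% in these data; inconclusive means fewer than 70 cells counted for the yeast strain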;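 further: median GFP channel fluorescence of the gated AGP1 strain per well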
procasp3 activ = procaspase-3 (human) activation; P42574; recombinant procaspase-3 D3A, Ac-DEVD-pNA absorbance 405 nm; activation, % at 8.5 µM; 330,000 tested, 0.11% active;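 active means activation above the mean of all tested compounds plus 3 SD, cut at about 21% in these data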;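 further: 0% = DMSO alone and 100% = DMSO wells spiked with extra 5 µM PC-3 D3A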
Target sequence (P42574 whole entry D9A/D28A/D175A): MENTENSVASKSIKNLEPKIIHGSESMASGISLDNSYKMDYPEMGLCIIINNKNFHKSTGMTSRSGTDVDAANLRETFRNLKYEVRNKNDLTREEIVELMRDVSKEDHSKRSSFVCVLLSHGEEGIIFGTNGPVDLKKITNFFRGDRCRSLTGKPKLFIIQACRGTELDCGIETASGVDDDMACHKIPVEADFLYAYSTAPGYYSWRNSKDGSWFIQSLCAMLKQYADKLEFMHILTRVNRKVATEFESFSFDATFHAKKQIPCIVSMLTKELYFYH
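Test system: Procaspase-3 D3A mutant; medium: Zinc-free HEPES/NaCl buffer with 0.01% Triton X-100 at pH 7.4; reagent: DEVD-pNA substrate; doses: one concentration, 8.5 µM nominal, 0.8% DMSO; times: 1 h preincubation plus 2 h reaction at 25 °C; signal: Epi-absorbance at 405 nm of released p-nitroaniline, 0 and 120 min; replicates: singlicate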
* = called active by the depositor; ? = inconclusive; / = not tested or not shown; [ ] = another dose, or the depositor's remark.

SMILES	MEP2 TOR yeast	procasp7 counter	AHR activator	RPL19A TOR yeast	CIT2 TOR yeast	LAP4 TOR yeast	AGP1 TOR yeast	procasp3 activ
CC(C)Oc1ccc(C(=O)N(Cc2ccco2)C2CCS(=O)(=O)C2)cc1 (stereo unspecified)	101	8	-1	99	100	97	102	4
O=C(CSc1nc2c(c(=O)n1-c1ccc(Cl)cc1)SCC2)NCC1CCCO1 (stereo unspecified)	96	0	-8	97	105	93	96	-9
CCN(CC)S(=O)(=O)c1ccc(Cl)c(C(=O)Nc2ccc(Cl)cc2[N+](=O)[O-])c1	106	7	0	108	103	98	104	2
O=C(CN1CCN(c2ccccc2O)CC1)Nc1ccc2c(c1)OCCCO2	102	-16	6	100	97	107	107	-1
S=C1CSc2ccccc2N1	104	-17	10	100	104	111	109	-18
O=C(N/N=C/c1ccc(Cl)c([N+](=O)[O-])c1)c1cc(-c2ccccc2)nc2ccccc12	103	0	0	98	96	101	99	-6
O=C(Nc1ccc(Cl)cc1Cl)c1ccc2ncsc2c1	105	-9	-2	100	87	119	87	1
N#Cc1cccc(C#N)c1Oc1ccc(S(=O)(=O)Nc2ccccc2)cc1	91	-1	0	94	92	93	101	7
Cc1cccc2sc(N3CCN(C(=O)C4COc5ccccc5O4)CC3)nc12 (stereo unspecified)	104	2	-3	93	97	110	106	-3
CCCc1cc(C(=O)Nc2cccc3ccccc23)n(C)n1	93	5	5	94	97	106	96	8
O=C(CN1C(=O)c2ccc([N+](=O)[O-])cc2C1=O)NC1CCCCCC1	98	4	-1	108	107	107	110	4
CCCc1nc2ccc(NC(=O)c3cccs3)cc2c(=O)n1Cc1ccccc1Cl	110	0	1	102	101	90	97	2
CC(=O)C(C(C)=O)c1c(Cl)c(O)c(O)c2c(C(=O)c3ccccc3)coc12	82	-23	2	91	67	122	98	-29
CC(=O)Nc1ccc(NC(=O)CSc2ccc([N+](=O)[O-])cn2)cc1	100	5	1	100	88	102	99	1
Cc1ccc(NCCC(=O)c2cccs2)cc1Cl	101	-11	86*	93	88	106	91	-4
Cc1csc(NC(=O)CN2C(=O)c3ccccc3S2(=O)=O)n1	107	-3	5	99	100	102	99	1
N#C/C(=C\c1ccc(-c2ccccc2[N+](=O)[O-])o1)C(N)=O	94	2	13	96	99	101	99	1
CC(=O)N1CCc2cc(S(=O)(=O)CCC(=O)N(C)c3cc(C)ccc3C)ccc21	100	1	-1	100	99	103	102	-6
O=C(c1cc(-c2ccc(F)cc2)on1)N1CCCc2ccccc21	96	7	33	98	100	103	101	2
CCOc1ccccc1CN1CCNC(=O)C1CC(=O)N(C)CCc1cnn(C)c1 (stereo unspecified)	108	15	-1	94	91	88	89	0

Molecules listed so far containing a thiophene ring, fused or not (two):
SMILES	MEP2 TOR yeast	procasp7 counter	AHR activator	RPL19A TOR yeast	CIT2 TOR yeast	LAP4 TOR yeast	AGP1 TOR yeast	procasp3 activ
CCCc1nc2ccc(NC(=O)c3cccs3)cc2c(=O)n1Cc1ccccc1Cl	110	0	1	102	101	90	97	2
Cc1ccc(NCCC(=O)c2cccs2)cc1Cl	101	-11	86*	93	88	106	91	-4

More records follow.
SMILES	MEP2 TOR yeast	procasp7 counter	AHR activator	RPL19A TOR yeast	CIT2 TOR yeast	LAP4 TOR yeast	AGP1 TOR yeast	procasp3 activ
CN(C)C(=O)c1nc2ccc(Cl)cn2c1CN1CCN(c2ncccn2)CC1	109	-2	9	104	109	98	97	8
O=C(O)c1ccc(N=NN2CCOCC2)cc1	95	8	30	96	94	93	89	8
COc1ccc(OC)c(-n2c(-c3cc(-c4ccccc4)n[nH]3)n[nH]c2=S)c1	103	-15	3	98	100	100	103	-15
O=C(COC(=O)c1ccccc1Br)Nc1cc(S(=O)(=O)N2CCOCC2)ccc1N1CCCC1	100	-3	1	100	101	101	99	-6
O=C(O)CN(Cc1ccco1)S(=O)(=O)c1ccc(F)cc1	104	6	2	102	100	96	104	5
CCOc1ccc(C(C)=O)cc1COC(=O)C1=COCCO1	100	13	-2	87	93	89	88	0
Cc1ccc(NC(=O)c2cc(S(=O)(=O)c3ccccc3)ccc2Cl)cc1	113	11	2	101	109	103	109	6
CCOC(=O)C1Cc2c([nH]c3ccccc23)CN1 (stereo unspecified)	97	0	1	98	108	92	105	-3
CC(C)Cc1nnc(NC(=O)c2ccc(N3CCCC3=O)cc2)s1	104	2	-2	99	95	105	104	13
O=C(CN(C(=O)CNC(=O)c1cccs1)c1ccc(F)cc1)NC1CCCC1	103	8	0	100	95	95	98	2

Record cards, as listed above.
Profile of O=C(O)CN(Cc1ccco1)S(=O)(=O)c1ccc(F)cc1 = MEP2 TOR yeast = 104; procasp7 counter = 6; AHR activator = 2; RPL19A TOR yeast = 102; CIT2 TOR yeast = 100; LAP4 TOR yeast = 96; AGP1 TOR yeast = 104; procasp3 activ = 5
Profile of O=C(COC(=O)c1ccccc1Br)Nc1cc(S(=O)(=O)N2CCOCC2)ccc1N1CCCC1 = MEP2 TOR yeast = 100; procasp7 counter = -3; AHR activator = 1; RPL19A TOR yeast = 100; CIT2 TOR yeast = 101; LAP4 TOR yeast = 101; AGP1 TOR yeast = 99; procasp3 activ = -6

(next part)
SMILES	MEP2 TOR yeast	procasp7 counter	AHR activator	RPL19A TOR yeast	CIT2 TOR yeast	LAP4 TOR yeast	AGP1 TOR yeast	procasp3 activ
CCN(CC(=O)NCCc1ccc(S(N)(=O)=O)cc1)Cc1ccccc1	103	3	-8	103	100	96	101	-6
COCCNC(=S)Nc1ccccc1[N+](=O)[O-]	92	4	1	100	92	112	94	-1
Cc1csc(SCC(=O)NC2CCCCC2)n1	101	9	2	100	104	96	105	5
O=C(O)C1CCCN1c1nc(-c2ccc(Cl)c(Cl)c2)cc(C(F)(F)F)n1 (stereo unspecified)	98	11	3	97	80	101	90	2
COCCCNC(=O)/C(C#N)=C/c1ccc(OCC(=O)O)c(OC)c1	103	1	1	107	113	106	104	4
Cc1cccc(C(=O)C2CCN(S(=O)(=O)c3ccc(C(=O)O)cc3)CC2)c1	107	-2	2	100	100	99	104	0
Cc1cc(F)ccc1NC(=O)c1cnccn1	99	12	-2	103	99	99	108	4
Cc1c(NC(=O)c2cccc(F)c2)c(=O)n(-c2ccccc2)n1C	107	2	1	99	99	103	99	-3
CCCCNC(=O)c1onc(CSc2ccccc2F)c1C(=O)O	92	2	1	104	97	108	89	4
COC(=O)CC1=C(C)C(=O)CC2C(C)(C)CCCC12C (stereo unspecified)	107	3	-1	100	106	102	105	1
Cc1ccc2cccnc2c1NC(=S)NC(=O)c1ccccc1	110	-7	69*	99	114	88	107	-9
O=c1[nH]c(-c2ccccn2)nc2ccccc12	94	2	7	94	98	97	92	2
CCSc1ccccc1C(=O)N1CCN(c2ccccc2F)CC1	102	12	-1	95	88	101	100	-2
c1ccc(C2Nc3ccccc3-c3nc4ccccc4n32)cc1 (stereo unspecified)	100	3	41	95	91	100	104	4
COc1ccc(NS(=O)(=O)c2cc(-c3nnnn3C)ccc2OC)cc1	104	-3	-2	104	109	100	110	-5
O=C(Nc1cccc(Oc2ccc(C(=O)O)c(C(=O)O)c2)c1)c1ccc(-c2ccccc2)cc1	102	5	-4	98	86	120	92	7
COc1ccc([C@H]2CC(=O)C=C(c3ccc4c(c3)sc3ccccc34)C2)cc1	92	-3	3	96	85	85	74	-10
O=C1CCCC2=C1C(c1cccs1)n1nc(SCc3ccccc3)nc1N2 (stereo unspecified)	87	-3	17	94	88	80	107	-4
CCC(C)c1ccccc1NC(=O)C(C)OC(=O)c1ccco1 (stereo unspecified)	95	-2	-1	102	100	116	111	-4
COc1ccccc1CNC(=O)Cn1cc(Br)ccc1=O	98	1	5	93	90	80	91	3
COCCNC(=O)CN(C(=O)CCC(=O)Nc1ccccn1)c1ccccc1OC	99	6	-3	99	99	91	99	5
Brc1ccc(/C=N/Nc2ccccn2)cc1	101	-3	9	99	97	93	96	-13
COc1ccc(NC(=O)N2CCCC(C(=O)NC(C)C)C2)cc1 (stereo unspecified)	102	-3	3	100	95	98	100	11
N#Cc1c(-c2cccnc2)c2c([nH]c1=O)-c1ccccc1OC2	413*[may fluoresce violet]	0	0	42*[may fluoresce violet]	?	96[may fluoresce violet]	?	0
Cc1ccc(N2CC(C(=O)NCCN3CCOCC3)CC2=O)cc1C (stereo unspecified)	102	-5	2	106	114	100	110	-2
COC(=O)c1ccc(-c2ccc(OC)c([C@H]3[C@H]4C=CC[C@@H](C)[C@@H]4C(=O)N3Cc3ccccc3)c2)cc1	103	-6	0	104	95	99	104	1
COc1ccc(CNc2cc(C)cc(C)c2)cc1OC	100	8	3	103	99	95	100	3
O=C(/C=C/c1ccco1)N1CCN(c2ccccc2)CC1	118	-2	5	112	102	113	109	-1
COc1ccc(C(=O)NCCc2nnc3ccc(SCC(=O)N4CCOCC4)nn23)cc1	97	-3	3	97	93	101	96	-5
O=S(=O)(Nc1ccc(-c2nnc(SCc3ccc(Cl)cc3)o2)cc1)c1ccccc1	104[may fluoresce violet]	-8	-1	99[may fluoresce violet]	?	101[may fluoresce violet]	14[may fluoresce violet]	-5
CCNC(=O)CC1C(=O)N(CC)C(=S)N1NC(=O)c1ccccc1 (stereo unspecified)	92	4	-2	96	100	103	103	3
NC1=C(c2ccc(F)cc2)C(=O)CS1	100	1	0	99	96	100	103	-9
CC(C)C12CN3CC(C(C)C)(CN(C1)C3c1ccc([N+](=O)[O-])o1)C2=O (stereo unspecified)	102	1	-4	108	99	101	100	-1
O=C(CCc1ccccn1)N1CCCC(N2CCN(c3cccc(C(F)(F)F)c3)CC2)C1 (stereo unspecified)	100	11	4	98	101	85	96	0
O=C(N/N=C/c1cc(Br)cs1)c1c[nH]c2ccccc12	105	5	91*	101	98	117	108	-1
Cc1ccc(S(=O)(=O)N(C)c2ccc(OC(=O)c3ccc(N4CCCC4=O)cc3)cc2)cc1	104	10	2	116	/	87	103	-1
CCOc1ccc(C2C(C(=O)c3ccc(C)o3)=C(O)C(=O)N2c2nc(C)c(C(=O)OC)s2)cc1 (stereo unspecified)	102	-62	9	101	95	96	93	-26
CCn1cc(CN2CCC(n3nccc3NC(=O)CCCc3ccccc3)CC2)cn1	106	-2	5	109	105	103	108	-3
Cc1ccc(C)c(OCC(=O)Nc2nonc2NC(=O)COc2cc(C)ccc2C)c1	101	-14	4	99	90	103	101	-2
O=C1CS/C(=N\NC(=O)c2ccccc2)N1	100	0	-1	107	112	104	108	-7
CC(=O)Nc1ccc(N2CCN(C(=O)c3cccs3)CC2)cc1	101	7	-1	98	95	98	102	2
CCCC(c1nnnn1Cc1ccco1)N1CCC(C(N)=O)CC1 (stereo unspecified)	81	-2	2	96	114	103	103	3
CCC1C(O)=C(c2ccccn2)C(=N)N1c1ccccc1 (stereo unspecified)	93	-11	45	89	100	93	90	1
CCCCC(=O)Nc1c2c(nn1-c1ccc(C)cc1)CS(=O)(=O)C2	115	8	2	99	99	84	95	4
Nc1cc(=O)nc(SCC(=O)Nc2cccc3ccccc23)n1CCc1ccccc1	101	-2	9	103	104	99	104	2
CCN(CC(=O)NC)S(=O)(=O)c1ccc(Br)cc1	93	-9	4	93	93	92	93	-4

Screening data from PubChem.
